TrxR1 inh: inhibitors of rat thioredoxin reductase 1. recombinant rTrxR1, NADPH fluorescence consumption, selenite substrate. Potency, µM (titrated, usually from 114 µM), for the others: top-dose activity change, negative = inhibition, hits mostly inhibitors. actives 1% (n = 390,000). AID 588453; also: potency is read from the fitted curve at half-maximal effect; % is scaled to controls: 0 for no effect and ±100 for the full control effect; nearly all actives have a fitted effect of over 65% in size
Target sequence (O89049 whole entry, looked up): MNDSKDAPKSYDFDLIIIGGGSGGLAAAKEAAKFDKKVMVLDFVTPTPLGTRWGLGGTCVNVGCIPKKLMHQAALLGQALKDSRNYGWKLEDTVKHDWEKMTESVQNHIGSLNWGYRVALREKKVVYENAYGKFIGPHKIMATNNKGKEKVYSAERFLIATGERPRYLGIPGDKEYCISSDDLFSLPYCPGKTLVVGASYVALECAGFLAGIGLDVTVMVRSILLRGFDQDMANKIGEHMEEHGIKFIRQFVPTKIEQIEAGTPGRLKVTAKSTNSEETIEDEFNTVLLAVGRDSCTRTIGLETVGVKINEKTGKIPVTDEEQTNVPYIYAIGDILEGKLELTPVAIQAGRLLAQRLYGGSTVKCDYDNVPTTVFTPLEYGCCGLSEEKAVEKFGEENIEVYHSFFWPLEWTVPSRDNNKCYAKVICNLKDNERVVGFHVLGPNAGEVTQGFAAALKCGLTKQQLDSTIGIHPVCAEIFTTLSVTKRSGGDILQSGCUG
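Rat TrxR1 (90 nM in the dispensed reagent) was pre-reduced with 400 uM NADPH for 5 min at room temperature, then incubated with compound for 15 min. After 400 uM selenite was added, NADPH fluorescence (Ex 340/Em 450 nm) was followed for 8 min.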
Pin1 inh: human Pin1 inhibition. actives 0.009% (n = 390,000). Potency, µM (highest dose often 115 µM), for the others: at the top dose activity, negative = inhibition, hits mostly inhibitors. Pin1 FP peptide displacement, HiFluor488, 10 min. AID 504891. Q13526; active = well fitted inhibition curve with a large enough effect in the polarisation, with a control signal flat, not every such curve was filed as active; inconclusive = small, poorly fitted or top-dose-only effect, or effect the other way, or a change in a side signal; inactive = no such curve, though single readings can be large or run the other way; the % refers to the polarisation; also: potency is read from the fitted curve at half-maximal effect; % is scaled to controls: 0 for no effect and ±100 for the full control effect
Target sequence (Q13526 whole entry, looked up): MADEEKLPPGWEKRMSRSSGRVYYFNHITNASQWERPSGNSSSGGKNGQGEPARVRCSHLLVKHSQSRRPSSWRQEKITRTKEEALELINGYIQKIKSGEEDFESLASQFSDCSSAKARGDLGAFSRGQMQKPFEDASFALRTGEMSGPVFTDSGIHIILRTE
TrxR1 substrate: substrates of rat thioredoxin reductase 1. O89049. purified TrxR1 substrate turnover, NADPH consumption readout. Potency, µM (series often up to 114 µM), without a hit: at the highest dose activity change, negative = substrate turnover. actives 0.01% (n = 390,000). AID 588456; also: potency is read from the fitted curve at half-maximal effect; % is scaled to controls: 0 for no effect and ±100 for the full control effect; nearly all actives have a fitted effect of over 50% in size
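Rat TrxR1, dispensed at 90 nM, was prereduced with 400 uM NADPH (final) for 5 min at ~22 deg C, then incubated with compound 15 min before 400 uM selenite. A first-read NADPH fluorescence drop versus no-compound background flagged substrates.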
TRHR PAM: TRH receptor (human) allosteric enhancement; P34981; TRHR cells, fluo-8 calcium fluorescence, EC20 TRH enhancement; enhancement, % at 2 µM; actives 0.66% (n = 360,000); AID 493056; in the data active = enhancement above about 30%; also: 0% is about no effect
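Enhancer read-out: after compound pinning and an initial kinetic agonist-mode read, an EC20 of TRH (10 nM final) was injected and fluo-8 calcium signal (Ex 480/Em 530) followed at 1 s/cycle for 100 cycles in TRHR-expressing cells.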
TRHR ag: TRH receptor (human) agonism. TRHR cells, calcium flux fluo-8, FDSS agonist mode. P34981. actives 0.18% (n = 360,000). activation, % at 2 µM. AID 493084; in the data active = activation above about 30%; also: 0% is about no effect
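Steps: seed TRHR cells overnight; add fluo-8 no-wash Ca dye, RT 30 min–1.5 h; record 10 s baseline; pin-transfer compounds; monitor fluorescence 1 cycle/s for the agonist window. Calcium increases flag candidate agonists.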
IDH1 R132H inh: inhibitors of human mutant IDH1 R132H | O75874 | IDH1-R132H enzyme, NADPH consumption, diaphorase/resazurin fluorescence | Potency, µM (doses to about 76.6 µM), for the others: at the highest dose activity change, negative = inhibition, actives largely listed as inhibitors | actives 0.093% (n = 390,000) | AID 602179; also: potency is read from the fitted curve at half-maximal effect; % is scaled to controls: 0 for no effect and ±100 for the full control effect; nearly all actives have a fitted effect of over 65% in size
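IDH1-R132H (0.5 ug/mL dispensed) in pH 7.5 Tris buffer was preincubated 30 min with compound, then given a substrate mix of 0.016 mM NADPH and 2 mM alpha-KG for 80 min at room temperature; remaining NADPH was read by diaphorase/resazurin fluorescence.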
D2 ag: activates the human D2 dopamine receptor; AID 485358; actives 0.53% (n = 340,000); activation, % at 2 µM; HEK293 T-REx D2 cells, calcium flux agonist mode;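 active = activation over 3 SD above normal in the single-dose calcium agonist read, cut at about 30% in these data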; also: 0% is about no effect
Target sequence (P14416 whole entry, looked up): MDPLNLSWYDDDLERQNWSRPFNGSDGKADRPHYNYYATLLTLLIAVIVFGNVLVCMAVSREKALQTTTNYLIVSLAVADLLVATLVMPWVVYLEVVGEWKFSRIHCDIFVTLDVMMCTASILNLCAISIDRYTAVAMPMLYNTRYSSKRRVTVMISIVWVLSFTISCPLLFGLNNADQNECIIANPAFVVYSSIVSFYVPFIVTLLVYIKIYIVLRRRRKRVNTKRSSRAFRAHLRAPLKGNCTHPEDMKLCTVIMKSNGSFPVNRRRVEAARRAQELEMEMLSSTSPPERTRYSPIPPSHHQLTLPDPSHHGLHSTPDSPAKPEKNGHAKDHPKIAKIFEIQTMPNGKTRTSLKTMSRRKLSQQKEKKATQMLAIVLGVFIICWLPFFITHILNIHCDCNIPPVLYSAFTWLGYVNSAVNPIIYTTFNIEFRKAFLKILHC
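In this primary screen, compounds producing a positive calcium signal within 180 s of addition to tetracycline-induced, force-coupled HEK293 Trex D2 cells are flagged; cells are dye-loaded with a no-wash calcium kit beforehand.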
D2 antagonist: antagonizes the human D2 dopamine receptor. P14416. HEK293 TREx D2 cells, calcium flux, dopamine EC80. inhibition, % at 10 µM. actives 2% (n = 340,000). AID 485344; in the data active = inhibition above about 30%; also: 0% is about no effect
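Inhibition of EC80 dopamine-driven calcium flux, recorded kinetically, defines activity here; cells are a tetracycline-induced HEK293 T-REx line expressing force-coupled D2.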
USP1-UAF1 inh: inhibitors of human USP1/UAF1 deubiquitinase. recombinant USP1/UAF1, Ub-Rhodamine cleavage fluorescence. actives 0.23% (n = 390,000). Potency, µM (doses to about 57.1 µM), for the others: at the top dose activity change, negative = inhibition, hits mostly inhibitors; also: potency is read from the fitted curve at half-maximal effect; % is scaled to controls: 0 for no effect and ±100 for the full control effect; nearly all actives have a fitted effect of over 60% in size; inactives centre near -12
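USP1/UAF1 complex (1 nM) preincubated 15 min at room temperature with compound, then Ub-Rho substrate (150 nM final) added. Kinetic fluorescence at 480/540 nm over 6 reads at 60 s intervals; 50 mM HEPES pH 7.8, 0.5 mM EDTA, 0.1 mg/ml BSA, 1 mM TCEP, 0.01% Tween-20.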
Starred values were filed as active, the others as inactive; ? = inconclusive; . = no result given; & = joins results of further samples; [ ] = remark or other dose. Unless noted, calls follow the shape of the dose curve; as a rule, active = well fitted inhibition curve with a large enough effect; inconclusive = small, poorly fitted or top-dose-only effect; inactive = no such curve, though single readings can be large or run the other way. A portion of the library (hit frequency here may not be typical).

Molecule	USP1-UAF1 inh	D2 ag	Pin1 inh	IDH1 R132H inh	TRHR ag	TRHR PAM	TrxR1 substrate	D2 antagonist	TrxR1 inh
O=C(CSc1nc(C(F)(F)F)cc(=O)[nH]1)N1CCOCC1	-9%	0.4	-4%	-3%	0.3	10	-12%	8	-1%
O=C(NCc1ccccc1)C1=C[C@H](c2ccc(Br)cc2)C[C@H](OCCCCO)O1	-7%	.	11%	-2%	.	.	8%[57.1 µM]	.	-9%
Cc1nnc(SCC(=O)Nc2ccc(-c3nc4ccccc4s3)cc2)s1	-9%	.	0%	-4%	0.9	0	3%[57.1 µM]	.	2%[57.1 µM]
Cc1n[nH]c(=O)c2c(NC(=O)CSc3nc4ccccc4c(=O)n3CCCOC(C)C)oc(C)c12	-6%	-0.6	2%	3%	-2.1	5	6%[57.1 µM]	-6	14%[57.1 µM]
C[C@@H]1CN(C(=O)c2nc3ccc(Cl)cn3c2CN[C@H]2CCCCNC2=O)C[C@H](C)O1	-5%	1.3	-3%	5%	0.7	1	5%	4	16%
C=CC[C@@H](CC(=O)N[C@H](CO)Cc1ccccc1)C(=O)N[C@H](COC(=O)[C@@H](CC=C)Cc1ccc(F)cc1)Cc1c[nH]c2ccccc12	-23%	.	-4%	1%	.	.	3%[57.1 µM]	.	25%
O=C(C1CCN(c2ncnc3c2nc2n3CCCCC2)CC1)N1CCN(c2ccccc2)CC1	-19%	0.8	-15%	4%	-0.4	4	6%	.	14%
CCOC(=O)c1c(C)c(C(=O)NCc2ccccn2)c(C)n1CC	-14%	-4.0	1%	4%	-0.1	-9	9%	0	15%
O=C(NC1=C(NC2CCS(=O)(=O)C2)C(=O)c2ccccc2C1=O)c1ccccc1 (configuration not stated)	?	-0.3	1%	9%	-0.7	-1	32µM*	11	50µM*
Cn1c(-c2ccccc2)c(/C=N/NC(=O)c2cccnc2)c2ccccc21	-18%	0.3	1%	-2%	-0.7	-2	0%[57.1 µM]	3	6%[57.1 µM]
Cc1nn(C(C)C(=O)NCCN2CCCCCC2)c(=O)c2nn(-c3ccccc3)c(C)c12 (configuration not stated)	1%	0.7	-1%	-6%	0.2	30*	-2%	5	?
Cc1ccccc1C(=O)N=c1ccn(-c2nc3ccccc3nc2NS(=O)(=O)c2ccccc2)cc1	?	-0.9	-6%	6%	7.8	5	-6%	13	13%
CCN(CC)CCCN1C=C2C(=O)C(C)(OC(=O)CCc3ccccc3)C(=O)C=C2C=C1c1ccc(C#N)cc1 (configuration not stated)	-22%	0.0	-8%	-14%	0.1	4	7%[57.1 µM]	-21	-3%[57.1 µM]
CCOc1ccc(N2CC(NC(=O)c3ccc4c(c3)OCO4)CC2=O)cc1 (configuration not stated)	6%	0.8	-2%	-4%	-0.2	-4	1%[57.1 µM]	.	2%[57.1 µM]
O=C(NCCC(=O)N1CCc2ccccc21)c1ccccc1Cl	-5%	-0.8	-6%	1%	0.0	18	1%	0	13%
CCN1CCN(C2CCCCC2NS(=O)(=O)c2ccc(Cl)cc2)CC1 (configuration not stated)	3%	0.6	-8%	-1%	0.5	0	12%[57.1 µM]	14	30%[57.1 µM]
Cc1c(S(=O)(=O)Nc2cccc(Cl)c2)c(=O)n(C)c(=O)n1C	-22%	0.2	-2%	5%	0.1	8	4%[57.1 µM]	-2	5%[57.1 µM]
O=[N+]([O-])c1cc([N+](=O)[O-])c(Oc2cc(Cl)ccc2Cl)cc1NC1CCCCCCC1	25%	0.6	-14%	-4%	1.0	12	-10%	17	?
COC(=O)CS(=O)(=O)c1ccsc1C(=O)Nc1ccc(F)c(F)c1	-16%	0.6	4%	4%	0.4	-8	-14%[57.1 µM]	-4	35%[57.1 µM]
O=[N+]([O-])c1ccc(C(O)C[n+]2ccccc2)cc1 (configuration not stated)	2%	0.3	-12%	-2%	0.0	0	-6%	-4	43%[11.4 µM]
Cc1oc(-c2ccccc2)[n+]([O-])c1C	1%	0.4	-8%	9%	0.0	-4	-12%	-11	-28%
Cc1csc2nc(CSc3ccc(Cl)cc3)cn12	-25%	0.1	?	7%	-1.2	5	-3%	3	-19%
COc1ccc(C2=C(Nc3ccc(C)cc3)c3ccccc3C2=O)cc1	-10%	.	-18%	1%	-1.3	-19	2%	.	6%
O=C(Nc1cccc(F)c1)c1ccc2snnc2c1	-30%	0.2	-8%	16%	0.5	5	-1%	.	9%
O=S(=O)(NCC(c1cccnc1)N1CCN(c2ccccc2)CC1)c1cc(F)ccc1F (configuration not stated)	-14%	8.7	-2%	6%	0.1	4	-1%	12	?
COCCNc1nc2nonc2nc1N(C)Cc1ccc(C)cc1	-24%	0.5	-4%	-2%	-1.4	4	-5%	-13	10%
Cc1csc(-c2cnn(-c3ccccc3)c2NC(=O)c2cccc(F)c2)n1	4%	11	6%	2%	-0.4	-3	-8%	15	-8%
CC(=O)c1ccc(NC(=O)CN2C(=O)/C(=C/C(C)=C/c3ccccc3)SC2=S)cc1	-12%	1.2	?	1%	0.3	-5	-8%	3	-26%
Cn1ccnc1SCc1cc(=O)[nH]c2ccccc12	-15%	0.7	-5%	4%	0.6	5	9%[57.1 µM]	6	9%
COc1cccc(C(=O)Nc2ccc3nc4n(c(=O)c3c2)CCCCC4)c1	-14%&-15%	.	0%	2%&40%	-1.4	2	-3%	.	4%

Single records, as listed above.
O=[N+]([O-])c1ccc(C(O)C[n+]2ccccc2)cc1 (configuration not stated) is listed with USP1-UAF1 inh = 2%; D2 ag = 0.3; Pin1 inh = -12%; IDH1 R132H inh = -2%; TRHR ag = 0.0; TRHR PAM = 0; TrxR1 substrate = -6%; D2 antagonist = -4; TrxR1 inh = 43%[11.4 µM]
Cn1c(-c2ccccc2)c(/C=N/NC(=O)c2cccnc2)c2ccccc21 is listed with USP1-UAF1 inh = -18%; D2 ag = 0.3; Pin1 inh = 1%; IDH1 R132H inh = -2%; TRHR ag = -0.7; TRHR PAM = -2; TrxR1 substrate = 0%[57.1 µM]; D2 antagonist = 3; TrxR1 inh = 6%[57.1 µM]

(continued)
Molecule	USP1-UAF1 inh	D2 ag	Pin1 inh	IDH1 R132H inh	TRHR ag	TRHR PAM	TrxR1 substrate	D2 antagonist	TrxR1 inh
O=C(NCc1cccc(Cl)c1)C1CCCN(c2ncnc3onc(-c4ccc(F)cc4)c23)C1 (configuration not stated)	-9%	-0.8	19%	7%	-1.6	6	-7%	.	13%
O=C(CCN1C(=O)/C(=C/c2cccs2)SC1=S)N1CCCCC1	?	0.1	?	0%	-0.8	17	9%	-22	20%
O=C(CSc1nnc(SCc2ccc(Cl)cc2)s1)N/N=C/c1c[nH]c2ccccc12	?	-0.4	23%	6%	-0.2	-2	-15%	2	-16%
O=S(=O)(c1ccc(F)cc1)N1CCN(c2nc(-c3ccc(F)cc3)cs2)CC1	-10%	0.3	25%	-9%	-0.3	6	5%	6	25%
Cc1ccc(CN2CC(C(=O)Nc3ccc(F)c([N+](=O)[O-])c3)CC2=O)cc1 (configuration not stated)	-1%	.	-1%	5%	-2.5	-1	-1%	.	16%
CCCNC(=O)COc1ccccc1[N+](=O)[O-]	-16%	-0.8	3%	1%	-0.6	0	18%[57.1 µM]	-14	6%
O=C(COC(=O)CCN1C(=O)/C(=C\C=C\c2ccccc2)SC1=S)Nc1cc(F)ccc1F	?	1.2	?	-2%	0.4	0	-1%[57.1 µM]	-17	-18%[57.1 µM]
CCOc1cc(-c2ccc(N)c(OCC)c2)ccc1N	-2%	1.2	-29%	1%	-2.0	3	12%	-1	15%[57.1 µM]
COc1nc(OC)nc(N2CCC(C(=O)NCc3cccs3)CC2)n1	-20%	0.8	-1%	9%	0.9	-3	13%	-6	26%
Cc1ccc(C2(C)NC(=O)N(CC(=O)Nc3cc(S(=O)(=O)N(C)C)ccc3C)C2=O)cc1 (configuration not stated)	-9%	0.8	7%	-15%	0.9	-4	-10%	15	-8%
O=[N+]([O-])c1ccc2nc(CCCc3nc4ccc([N+](=O)[O-])cc4[nH]3)[nH]c2c1	-10%	-0.1	-7%	-2%	0.0	0	-6%	5	-3%
CCOC(=O)C(=CNc1nc2ccc(C(=O)OCC)cc2s1)C(=O)OCC	-18%	2.2	-3%	-4%	0.0	-7	9%	12	19%
C/C=C(\C)CN1CCC(Oc2cc(C(=O)NC3CC3)ccc2OC)CC1	-16%	-0.4	-1%	7%	0.8	4	-6%	11	-8%
CSc1ncccc1C(=O)N1CCN(C(=O)c2ccccc2)CC1	-15%	1.0	-9%	-12%	1.4	3	13%	-7	60%[activator]
O=C1CCN(CCCc2ccccc2)CCN1[C@H](CO)Cc1ccccc1	15%	.	-18%	4%	0.6	1	4%	.	12%
CCN(CC)c1ccc(NC(=O)c2cnc3ccccn3c2=O)c(C)c1	-10%	0.2	2%	6%	0.1	-2	-1%	8	-10%
CCCCC[n+]1ccn(-c2nc3ccccc3nc2[N-]S(=O)(=O)c2ccc(C)cc2)c1	-20%	0.3	?	-2%	-0.7	4	31%[activator]	38*	3%
O=C(NNS(=O)(=O)c1ccccc1)c1csc(-c2cccnc2)n1	0%	.	-1%	-11%	0.3	-1	7%[57.1 µM]	8	3%[57.1 µM]
CCOC(=O)c1[nH]c2ccc(OC)cc2c1NC(=O)c1cccc(OC)c1	2%	-0.4	?	4%	-0.4	7	-9%	-9	-5%
COc1ccc(S(=O)(=O)N(C)C[C@H]2Oc3ccc(NC(=O)CCC(F)(F)F)cc3C(=O)N([C@H](C)CO)C[C@@H]2C)cc1	-10%	.	-1%	-1%	.	.	2%	.	6%
COC(=O)c1ccc(C23CC4(C2)[C@H](CN(Cc2cccnc2)[C@@H]4c2ccccc2)C3c2ccccc2)cc1 (some centres not stated)	-33%	0.3	50%[activator]	-15%	0.0	0	5%[57.1 µM]	7	5%[57.1 µM]

High-throughput results as filed in PubChem BioAssay.
